ASM inhibitor – human S-ASM enzyme inhibition | P17405 | placental ASM, HMU-PC fluorogenic substrate, 60 min | 340,000 compounds, 0.006% hits | Potency, µM (titrated, usually from 57.5 µM), for inactives: top-dose activity change, negative = inhibition, most hits filed as inhibitors | AID 504937; also: potency is read from the fitted curve at half-maximal effect
Target sequence (P17405 47-631 limits assumed): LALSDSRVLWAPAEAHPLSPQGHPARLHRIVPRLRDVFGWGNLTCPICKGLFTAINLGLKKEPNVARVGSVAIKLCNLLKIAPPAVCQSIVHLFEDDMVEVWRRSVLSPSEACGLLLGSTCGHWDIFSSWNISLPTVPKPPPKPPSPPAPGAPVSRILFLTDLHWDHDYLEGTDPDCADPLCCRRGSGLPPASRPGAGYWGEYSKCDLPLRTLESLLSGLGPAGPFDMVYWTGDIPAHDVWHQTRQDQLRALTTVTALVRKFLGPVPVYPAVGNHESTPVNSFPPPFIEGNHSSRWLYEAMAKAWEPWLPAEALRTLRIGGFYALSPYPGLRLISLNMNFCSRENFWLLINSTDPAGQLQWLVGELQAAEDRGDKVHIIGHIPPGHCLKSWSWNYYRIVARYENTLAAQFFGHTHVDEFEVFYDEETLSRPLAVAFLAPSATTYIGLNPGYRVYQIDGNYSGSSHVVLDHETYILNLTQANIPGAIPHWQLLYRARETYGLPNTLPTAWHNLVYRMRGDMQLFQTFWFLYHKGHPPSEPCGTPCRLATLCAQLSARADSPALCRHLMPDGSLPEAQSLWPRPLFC
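Steps: dispense placental human ASM, pin compound, wait 10 min at room temperature, add HMU-PC0 substrate at 9 uM final, incubate 60 min at 37 °C, add stop solution raising pH to 10, read fluorescence.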
TSG101-PTAP inh – blocks PTAP/TSG101 interaction to inhibit HIV-1 budding. AID 493005. Q99816. Fluorescence polarization, FITC-PTAP peptide / Tsg101 binding. 340,000 tested, under 10 active. Potency, µM (titrated, usually from 115 µM), without a hit: at the highest dose activity change, negative = inhibition, hits mostly inhibitors; active = well fitted inhibition curve with a large enough effect in the main read-out, with a control signal flat, not every such curve was filed as active; inconclusive = small, poorly fitted or top-dose-only effect, or effect the other way, or a change in a side signal; inactive = no such curve, though single readings can be large or run the other way; also: potency is read from the fitted curve at half-maximal effect; % of control where 0% means no effect
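Tsg101 binding domain (10 uM final) was mixed with compound and a FITC-labeled PTAP peptide (50 nM final) in HEPES pH 7.5 buffer with NaCl, Tween 20, EDTA and TCEP; fluorescence polarization was read after 20 min at r.t.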
Integrin act MD – activators of alpha7 integrin expression for muscular dystrophy; alpha7betagal myoblasts, beta-gal FDG fluorescence, 48 h; Potency, µM (titrated, usually from 38.3 µM), inactives show at the highest dose activation, most hits filed as activators; 350,000 compounds, 0.064% hits; AID 624291;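 also: potency is read from the fitted curve at half-maximal effect; 100% = response of the positive control SU9516; nearly all actives have a fitted effect of over 60% in size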
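alpha7betagal+/- myoblasts (passage 13, 250/well) treated 48 h at 37C with compounds at 1:260 dilution of DMSO stock. Lysed, then beta-galactosidase activity read as FDG fluorescence (ex 480/em 540) after 30 min, with pre-read for autofluorescence.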
MBNL1 CUG block – inhibitors of human MBNL1 binding to CUG repeat RNA; TR-FRET MBNL1-His/biotin-(CUG)12 binding, 665/545 ratio; Potency, µM (series often up to 57.5 µM), for inactives: at the top dose activity change, negative = inhibition, hits mostly inhibitors; 280,000 compounds, 0.036% hits; AID 2675; active = well fitted inhibition curve with a large enough effect in the signal ratio, with a control signal flat, not every such curve was filed as active; inconclusive = small, poorly fitted or top-dose-only effect, or effect the other way, or a change in a side signal; inactive = no such curve, though single readings can be large or run the other way; the % refers to the signal ratio; also: potency is read from the fitted curve at half-maximal effect; % is scaled to controls: 0 for no effect and ±100 for the full control effect
Target sequence (Q9NR56 whole entry, looked up): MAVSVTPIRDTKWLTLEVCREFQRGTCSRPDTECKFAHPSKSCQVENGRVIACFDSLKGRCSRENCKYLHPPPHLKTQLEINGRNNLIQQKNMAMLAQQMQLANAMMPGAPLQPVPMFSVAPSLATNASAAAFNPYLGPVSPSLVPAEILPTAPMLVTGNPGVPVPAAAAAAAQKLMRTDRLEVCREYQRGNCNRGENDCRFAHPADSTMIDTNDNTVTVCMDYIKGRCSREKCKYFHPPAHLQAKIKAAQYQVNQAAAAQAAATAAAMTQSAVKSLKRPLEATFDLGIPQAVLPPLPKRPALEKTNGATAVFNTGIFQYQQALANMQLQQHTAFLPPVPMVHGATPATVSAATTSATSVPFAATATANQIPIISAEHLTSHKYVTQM
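Ratiometric TR-FRET (665 over 545 nm, excitation 340 nm) tracks disruption of MBNL1-His/biotin-(CUG)12 complex after 60 min at room temperature, with compounds at 92 nM to 58 uM final.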
Mito fusion act – blocks mitochondrial division or promotes mitochondrial fusion; Potency, µM (top dose mostly 46.1 µM), without a hit: at the top dose growth rescue (activation), actives largely listed as activators; 320,000 compounds, 0.23% hits; S. cerevisiae fusion-defective mutant growth rescue, CellTiterGlo 48 h;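 also: potency is read from the fitted curve at half-maximal effect; % of control where 0% means no effect; nearly all actives have a fitted effect of over 45% in size; temperature-sensitive fusion mutants such as fzo1-1 at 37 °C on non-fermentable ethanol glycerol medium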
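Yeast fusion mutant, YPEG (non-fermentable carbon), compound, 48 h at 37C non-permissive; CellTiterGlo added, 10 min RT, luminescence read. Rescued growth = division inhibition.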
CXXC DNA block – inhibitors of human MLL CXXC domain-DNA interaction; 290,000 compounds, 0.037% hits; MLL-CXXC / FITC-HOXA9 DNA fluorescence polarization; Potency, µM (highest dose often 115 µM), for inactives: at the top dose activity change, negative = inhibition, most hits filed as inhibitors; Q03164; active = well fitted inhibition curve with a large enough effect in the polarisation, with a control signal flat, not every such curve was filed as active; inconclusive = small, poorly fitted or top-dose-only effect, or effect the other way, or a change in a side signal; inactive = no such curve, though single readings can be large or run the other way; the % refers to the polarisation; also: potency is read from the fitted curve at half-maximal effect
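Fluorescence polarization: 7 uM MLL-CXXC (stock) preincubated 5 min with compounds, then 50 nM fluorescein-HOX-A9 DNA (stock) added; 30 min ambient. Buffer 50 mM Tris-HCl pH 7.5, 50 mM NaCl, 1 mM DTT, 0.05% BSA.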
Menin MLL FP TR – menin-MLL binding inhibition, Texas Red mutant peptide; O00255; Menin + Texas Red MLL mutant peptide, fluorescence polarization; Potency, µM (highest dose often 61.6 µM), without a hit: at the highest dose FP activity change, negative = inhibition, hits mostly inhibitors; 270,000 compounds, 0.23% hits; active = well fitted inhibition curve with a large enough effect in the polarisation, with a control signal flat, not every such curve was filed as active; inconclusive = small, poorly fitted or top-dose-only effect, or effect the other way, or a change in a side signal; inactive = no such curve, though single readings can be large or run the other way; the % refers to the polarisation; also: potency is read from the fitted curve at half-maximal effect; % of control where 0% means no effect; many of its hits are not listed in these tables
TSHR antagonist – blocks TSH signaling through the human TSH receptor | TSHR-expressing cells, TSH-stimulated cAMP HTRF, 2 h; active compounds read low | activity change, negative = inhibition, % at 11.5 µM | AID 504810 | P16473 | 330,000 compounds, 0.2% hits;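 active = activity change below a set negative limit, meaning inhibition stronger than a set level, cut at about -70% in these data; inconclusive = activity change between two set negative limits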; also: % is scaled to controls: 0 for no effect and ±100 for the full control effect
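TSHR-expressing cells, 200/well, pre-treated with compound, then stimulated with EC80 TSH (4nM final) for 2 hours at 37 deg C. cAMP measured by competitive HTRF: anti-cAMP cryptate antibody in lysis buffer plus cAMP-d2, read after 30 minutes at room temperature.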
TCR activator – T cell receptor activation. primary human leukocytes, anti-CD3, IL-2 HTRF, 48 h. 330,000 tested, under 10 active. Potency, µM (highest dose often 9.22 µM), without a hit: top-dose activation of IL-2 secretion, most hits filed as activators; also: % of control where 0% means no effect
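Primary human leukocytes were stimulated with a-CD3 beads plus compounds for 48 hr without co-stimulation; secreted IL-2 was quantified by HTRF using a-IL-2-K (europium cryptate) and a-IL-2-d2, excited at 320nm with acceptor emission read at 665nm.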
A-T KAP1 phos – potential ataxia-telangiectasia treatment; […] A-T fibroblasts, KAP-1 phosphorylation AlphaLISA; neocarzinostatin DNA damage 30 min before lysis; Potency, µM (doses to about 57.5 µM), without a hit: at the top dose activation, actives largely listed as activators; 320,000 compounds, 0.19% hits; AID 485349; also: potency is read from the fitted curve at half-maximal effect; % of control where 0% means no effect; nearly all actives have a fitted effect of over 45% in size
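ATM-like activity read as KAP-1 phosphorylation via AlphaLISA donor/acceptor antibody pairs after lysis and 6 hr at 25C. Cells were ATM-null patient fibroblasts ([…], hTERT), dosed 60 min, then exposed to the DSB inducer NCS for 30 min.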
* hit, by the source's call; [ ] = remark or other dose. Unless noted, calls follow the shape of the dose curve; as a rule, active = well fitted curve in the direction sought with a large enough effect; inconclusive = small, poorly fitted or top-dose-only effect, or another doubt; inactive = no such curve, though single readings can be large; an effect the other way counts as inactive or inconclusive. The list is partial (hit frequency here may not be typical).

Screening CCO[C@@H]1OC(C(=O)NC2CC2)=C[C@H](c2ccccc2)[C@H]1CCCO returned ASM inhibitor 3%, TSG101-PTAP inh -3%, Integrin act MD -12%, MBNL1 CUG block 7%, Mito fusion act 2%, CXXC DNA block -27%, Menin MLL FP TR -8%, TSHR antagonist 2, TCR activator 2% and A-T KAP1 phos 6%.
For COc1ccccc1NC(=O)C1CCCN1C(=O)NC1CCCCC1 (configuration not stated) the results were ASM inhibitor 4%, TSG101-PTAP inh -2%, Integrin act MD 2%, MBNL1 CUG block 2%, Mito fusion act 0%, CXXC DNA block 40%[activator], Menin MLL FP TR -9%, TSHR antagonist -1, TCR activator -28% and A-T KAP1 phos -1%.
O=C(NC1(Cc2ccc(O)cc2)CCCCC1)c1ccccc1 was read as ASM inhibitor 0%, TSG101-PTAP inh -4%, Integrin act MD 3%, MBNL1 CUG block 4%, Mito fusion act 1%, CXXC DNA block 0%, Menin MLL FP TR 8%, TSHR antagonist -9, TCR activator 6% and A-T KAP1 phos 3%.
`CCNc1ccc(P(=O)(c2ccccc2)c2ccccc2)cc1` gave ASM inhibitor -2%, TSG101-PTAP inh 1%, Integrin act MD 2%, MBNL1 CUG block -3%, Mito fusion act -6%, CXXC DNA block 4%, Menin MLL FP TR -12%, TSHR antagonist 3, TCR activator -33% and A-T KAP1 phos -4%.
`Nc1nc(SCC(=O)NCCc2ccccc2)[nH]c(=O)c1-c1ccccc1` gave MBNL1 CUG block -11%, Mito fusion act -1%, CXXC DNA block -8%, Menin MLL FP TR -2%, TSHR antagonist 1 and A-T KAP1 phos 1%.
For CCC[C@H]1COCCS(=O)(=O)N1Cc1ccc(Br)cc1 the results were MBNL1 CUG block -4%, Mito fusion act -2%, CXXC DNA block -9%, Menin MLL FP TR -8%, TSHR antagonist -5 and A-T KAP1 phos 9%.
CCOC(=O)c1c(C)[nH]c(C(=O)COC(=O)c2cnc(C)cn2)c1C was read as ASM inhibitor -3%, TSG101-PTAP inh -1%, Integrin act MD 0%, MBNL1 CUG block 10%, Mito fusion act 2%, CXXC DNA block -3%, Menin MLL FP TR 7%, TSHR antagonist 6, TCR activator 3% and A-T KAP1 phos 1%.
Cc1ccc(CN(CC(=O)NCCc2ccccc2)C(=O)c2csnn2)cc1 was read as ASM inhibitor -2%, TSG101-PTAP inh -6%, Integrin act MD -12%, MBNL1 CUG block -7%, Mito fusion act -2%, CXXC DNA block 2%, Menin MLL FP TR -2%, TSHR antagonist -2, TCR activator 2% and A-T KAP1 phos 4%.
`O=C(NCc1ccco1)c1cc(Cl)nc(Cl)c1` gave ASM inhibitor -2%, TSG101-PTAP inh -5%, Integrin act MD 3%, MBNL1 CUG block -3%, Mito fusion act 12%, CXXC DNA block -3%, Menin MLL FP TR -13%, TSHR antagonist 1, TCR activator -1% and A-T KAP1 phos -1%.
Screening CCN1/C(=C/c2cc[n+](C)cc2)C=Cc2cc(C)ccc21 returned ASM inhibitor -23%, TSG101-PTAP inh 1%, Integrin act MD -49%[inhibitor], MBNL1 CUG block inconclusive, Mito fusion act 3%, CXXC DNA block -7%, Menin MLL FP TR -1%, TSHR antagonist 4, TCR activator 6%[46.1 µM] and A-T KAP1 phos -14%.
`COc1ccc(N(CC(=O)N/N=C/c2ccc(F)cc2)S(=O)(=O)c2ccccc2)cc1` gave ASM inhibitor -5%, TSG101-PTAP inh -5%, Integrin act MD -4%, MBNL1 CUG block 1%, Mito fusion act -7%, CXXC DNA block 4%, Menin MLL FP TR 13%, TSHR antagonist -1, TCR activator -5% and A-T KAP1 phos 1%.
Screening O=C(NC(Cc1c[nH]c2ccccc12)C(=O)N/N=C/c1cccnc1)c1cccs1 (configuration not stated) returned ASM inhibitor 4%, TSG101-PTAP inh -4%, Integrin act MD 2%, MBNL1 CUG block -4%, Mito fusion act -3%, CXXC DNA block -26%, Menin MLL FP TR -23%, TSHR antagonist 3, TCR activator 4% and A-T KAP1 phos -1%.
For COC(=O)CNC(=O)c1ccc(=O)oc1 the results were ASM inhibitor 16%, TSG101-PTAP inh -1%, Integrin act MD -12%, MBNL1 CUG block 16%, Mito fusion act -3%, CXXC DNA block -2%, Menin MLL FP TR 42%[activator], TSHR antagonist -5, TCR activator -1% and A-T KAP1 phos -3%.
Screening CN1C(=O)NC(=O)C1c1ccccc1 (configuration not stated) returned ASM inhibitor -3%, TSG101-PTAP inh 2%, Integrin act MD 5% and TCR activator 2%.
Screening Cc1ccc(C(CNC(=O)Nc2ccccc2)N2CCN(C)CC2)cc1 (configuration not stated) returned ASM inhibitor -2%, TSG101-PTAP inh -4%, Integrin act MD -40%, MBNL1 CUG block 1%, Mito fusion act 0%, CXXC DNA block 2%, Menin MLL FP TR -4%, TSHR antagonist -8, TCR activator 9% and A-T KAP1 phos -2%.
Cc1ccc(C(=O)N2CCC3(CC2)NCCc2[nH]cnc23)cc1 was read as ASM inhibitor 6%, TSG101-PTAP inh 2%, Integrin act MD 0%, MBNL1 CUG block -2%, Mito fusion act -1%, CXXC DNA block 3%, TSHR antagonist -2, TCR activator -1% and A-T KAP1 phos -6%.
For NC(=O)NNC1=Nc2cccc3cccc1c23 the results were ASM inhibitor 6%, TSG101-PTAP inh 1%, Integrin act MD inconclusive, MBNL1 CUG block 15%, Mito fusion act -3%, CXXC DNA block 3%, Menin MLL FP TR 12%, TSHR antagonist -2, TCR activator 2% and A-T KAP1 phos 3%.
Screening COc1ccccc1/C=C(\C#N)C(=O)Nc1ccc(S(N)(=O)=O)cc1 returned ASM inhibitor -1%, TSG101-PTAP inh -9%, Integrin act MD 17%, MBNL1 CUG block 0%, Mito fusion act 6%, CXXC DNA block -3%, Menin MLL FP TR -1%, TSHR antagonist 3, TCR activator 4% and A-T KAP1 phos -3%.
For O=C(NCCc1c[nH]c2ccccc12)c1ccc([N+](=O)[O-])cc1 the results were ASM inhibitor -3%, TSG101-PTAP inh 0%, Integrin act MD 4%, MBNL1 CUG block inconclusive, Mito fusion act 0%, CXXC DNA block 0%, Menin MLL FP TR -1%, TSHR antagonist 3, TCR activator 4%[46.1 µM] and A-T KAP1 phos -4%.
`COc1ccc(C2CC(C(F)(F)F)n3ncc(C(=O)Nc4c(C)n(C)n(-c5ccccc5)c4=O)c3N2)cc1` (configuration not stated) gave ASM inhibitor -3%, TSG101-PTAP inh -8%, Integrin act MD -16%, MBNL1 CUG block inconclusive, Mito fusion act -1%, CXXC DNA block 2%, Menin MLL FP TR -3%, TSHR antagonist 6, TCR activator 6%[46.1 µM] and A-T KAP1 phos 3%.
`O=C(CN1CCN(Cc2cccc(Cl)c2)C1=O)NCC1CCCO1` (configuration not stated) gave ASM inhibitor 2%, TSG101-PTAP inh 0%, Integrin act MD 4%, MBNL1 CUG block 7%, Mito fusion act 1%, CXXC DNA block 5%, Menin MLL FP TR 0%, TSHR antagonist 0, TCR activator -5% and A-T KAP1 phos 4%.
For CN(C)C(=O)Nc1ccccc1CC[N+](=O)[O-] the results were ASM inhibitor 9%, TSG101-PTAP inh 1%, Integrin act MD 13%, MBNL1 CUG block -2%, Mito fusion act 1%, CXXC DNA block -5%, Menin MLL FP TR -15%, TSHR antagonist -1, TCR activator 2% and A-T KAP1 phos 2%.
For O=C(c1cc([N+](=O)[O-])ccc1Cl)N1CCN(Cc2ccccc2)CC1 the results were ASM inhibitor -1%, TSG101-PTAP inh 0%, Integrin act MD 10%, MBNL1 CUG block inconclusive, Mito fusion act 0%, CXXC DNA block 9%, Menin MLL FP TR 4%, TSHR antagonist 10, TCR activator -15% and A-T KAP1 phos 5%.
For COc1ccccc1C(=O)COC(=O)CNS(=O)(=O)c1ccc(C)cc1 the results were ASM inhibitor 12%, TSG101-PTAP inh -1%, Integrin act MD 25%, MBNL1 CUG block -1%, Mito fusion act -4%, CXXC DNA block -4%, Menin MLL FP TR 1%, TSHR antagonist -7 and A-T KAP1 phos 10%.
For C=CC[C@@H](CC(=O)N[C@H](CO)Cc1ccccc1)C(=O)NC[C@@H](OC(=O)[C@@H](CC=C)Cc1ccc(F)cc1)c1ccccc1 the results were ASM inhibitor -9%, TSG101-PTAP inh -2%, Integrin act MD 12%, TSHR antagonist -27, TCR activator -11% and A-T KAP1 phos 8%.
Cn1c(N)c(C(=O)COC(=O)/C=C/c2cccc(C(F)(F)F)c2)c(=O)n(C)c1=O was read as ASM inhibitor -26%, TSG101-PTAP inh -2%, Integrin act MD -31%[inhibitor], Mito fusion act -3%, TSHR antagonist 139, TCR activator 1% and A-T KAP1 phos -1%.

High-throughput results deposited in PubChem BioAssay by National Center for Advancing Translational Sciences (NCATS).
